Assay outcomes: PubChem, several laboratories
TcdB inh: blocks C. difficile toxin B glycohydrolase activity; P18177; TcdB glycohydrolase enzymatic assay, plate reader; inhibition, % at 9.99 µM; 350,000 tested, 0.24% active; AID 652162; in the data active = inhibition above about 10%
BoNT A protease: BoNT A light chain protease inhibition; multiplex microsphere protease substrate cleavage, flow cytometry; inhibition, % at 10 µM; 360,000 tested, 0.17% active; note: plate controls were buffer without enzyme for full effect and enzyme alone for no effect
Vc quorum ag: quorum light induction in luxS cqsA deficient V. cholerae | V. cholerae BH1578 lux reporter, luminescence, 6 h | activation, % at 18.7 µM | 350,000 tested, 0.16% active; in the data active = activation mostly above about 9.7%, no sharp cut-off; inconclusive = no clear call, values can overlap the other calls; inactive = mostly below about 3.7%; note: not every result past the cut was called active; inactives centre near 0; reference of the scale not given here
SSB-PriA inh: blocks PriA binding to SSB C-terminal tail | AlphaScreen SSBct-PriA binding, biotinylated peptide | inhibition, % at 33 µM | 430,000 tested, 0.6% active; in the data active = inhibition mostly above about 37%, no sharp cut-off; inactive = mostly below about 20%;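 note: plate controls were negative control peptide for no effect and reference peptide for full effect; strong numbers were not always called active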
Y pestis TopoI: Y. pestis Topo-I inhibition via cleavage products; Y. pestis Topo-I cleavage product accumulation, plate reader; activity, % at 10 µM; 360,000 tested, 0.064% active; in the data active = activity above about 50%, passing the limit was not always enough; inconclusive = no clear call, values can overlap the other calls; note: inactives centre near 2
3CLpro inhibitor: SARS-CoV 3CLpro protease inhibition. P0C6X7. recombinant SARS-CoV 3CLpro, quenched FRET peptide cleavage. inhibition, % at 6 µM. 290,000 tested, 0.14% active; in the data active = inhibition above about 12%
Anthrax LF prot: inhibitors of Bacillus anthracis lethal factor protease. multiplex microsphere protease cleavage assay, LF. inhibition, % at 10 µM. 360,000 tested, 0.12% active; note: plate controls were buffer without enzyme for full effect and enzyme alone for no effect
VHR inh abs: inhibitors of human VHR1 phosphatase (DUSP3); P51452; recombinant VHR phosphatase, pNPP absorbance; inhibition, % at 13.3 µM; 290,000 tested, 0.52% active; in the data active = inhibition above about 50%; note: some compounds called inactive have numbers as strong as hits
CCHFV vOTU inh: CCHFV vOTU protease inhibition; Pep-AMC fluorescence; inhibition, % at 11.5 µM; 370,000 tested, 0.55% active; AID 651958; in the data active = inhibition above about 30%; note: 0% = vehicle wells with enzyme and 100% = no enzyme wells
PfHsp40 yeast: compounds rescuing yeast from Plasmodium falciparum HSP40 toxicity | growth rescue, % at 12.5 µM | S. cerevisiae expressing PfHsp40, growth rescue, ATP luminescence | 340,000 tested, 0.68% active | AID 504582; in the data active = growth rescue above about 28%, passing the limit was not always enough; inconclusive = no clear call, values can overlap the other calls;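 note: yeast W303a lacking pdr1 and pdr3 grown in galactose medium; growth measured after three days at 30 °C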
* hit, by the source's call; i = inactive; u = inconclusive; x = not tested or not shown; & = joins results of further samples. Cut-off read from the data, not from the text of the source, unless noted: active = inhibition above about 30%; inconclusive = no clear call, values can overlap the other calls; inactive = below that. The list is partial; count on the stated rates, not on these rows.

Screens in order: TcdB inh	BoNT A protease	Vc quorum ag	SSB-PriA inh	Y pestis TopoI	3CLpro inhibitor	Anthrax LF prot	VHR inh abs	CCHFV vOTU inh	PfHsp40 yeast
> Cc1nn(Cc2cccc(C(=O)Nc3ccn(Cc4ccccc4)n3)c2)c(C)c1[N+](=O)[O-]
 : 0.9	1.1	-0.6	-7	6	2	6	-15	x	-1.3
> CCCCn1c(-c2cccs2)nc2oc3ccccc3c(=O)c2c1=O
 : 0.5	u	-0.7	0	-3	4	5	9	-5	-1.6
> Cc1ccccc1NC(=O)CSc1nnc(-c2ccco2)n1N
 : 1.3	-2.7	i	-12	-7	x	-5	x	-6	-1.2
> Cc1nn(-c2cc(C(F)(F)F)ccc2Cl)c2nc(C(Cl)(Cl)Cl)[nH]c(=O)c12
 : 1.7	-1.0	i	-16	4	1	0	2	14	-1.2
> Cc1ccc(NC(=O)C2CCCC2)c(Br)c1
 : 0.6	-1.3	-0.7	0	3	x	10	x	-8	9.3
> CCCn1c(SCC(=O)NC(C)c2ccccc2)n[nH]c1=O (configuration not stated)
 : 0.3	0.1	-0.3	-5	6	1	-5	13	-11	2.1
> OC1(c2ccccc2)CCNC2CCCCC21 (configuration not stated)
 : 0.9	x	-0.2	3	-4	-3	x	5	-10	0.4
> C=CCN(CC=C)S(=O)(=O)c1ccc(NC(=S)NC(=O)/C=C/c2ccc(C)cc2)cc1
 : x	-0.7	i	2	6	8	-1	-13	9	0.9
> CSCc1cc(N(C)c2ccccc2)nc(-c2ccccc2)n1
 : -0.8	-2.7	i	-5	28	-1	0	10	1	0.7
> CCOc1cc(N2CCOCC2)c(OCC)cc1NC(=O)Cc1ccccc1OC
 : x	-0.2	i	33	6	0	-15	-5	7	-1.0
> COc1ccc(N2CCN(C(CNC(=O)C3CCCCC3)c3cccnc3)CC2)cc1 (configuration not stated)
 : x	0.4	i	2	-5	4	-4	28	2	-1.0
> S=C(Nc1cccnc1)Nc1ccccc1Br
 : 0.2	0.1	-1.1	3	-2	1	-2	22	-19	-1.6
> Cc1ccc(C(=O)NC(C(=O)Nc2cccc(S(N)(=O)=O)c2)C(C)C)cc1 (configuration not stated)
 : 1.5	0.2	-2.0	-5	6	0	-4	12	-4	-0.2
> COc1ccccc1N1CCN(C(=O)CSc2nnnn2C2CC2)CC1
 : 2.0	-1.3	-5.3	2	6	x	-4	x	-8	-1.0
> CN(Cc1ccon1)C(=O)CCc1nnc(CCCCc2ccccc2)o1
 : 1.2	0.8	-0.2	-7	2	5	-5	18	5	1.4
> O=C(Nc1nc(-c2ccc3c(c2)OCO3)cs1)c1ccncc1
 : x	u	1.6	-5	0	2	-1	4	4	-1.1
> CCCc1cc(=O)oc2cc(C)cc(OCC(=O)NCCCn3ccnc3)c12
 : 1.1	0.4	-0.3	5	1	-1	1	7	-16	3.3
> CN1C(=O)CN=C(c2ccc(Cl)cc2)c2cc(Cl)ccc21
 : 2.2	-0.9	i	0	10	3	-5	63	-3	0.8
> C/C=C(\C)CN1CCC(Oc2ccc(C(=O)NCc3ccccn3)cc2)CC1
 : 0.6	0.6	1.9	-3	7	-2	4	11	4	0.6
> CCNC(=O)N1CCCC(C(=O)c2ccc(C(F)(F)F)cc2)C1 (configuration not stated)
 : -0.5	0.8	-0.4	3	3	-1	-7	-10	-5	1.1

Shown as a markdown table: entries from further up.
| compound | TcdB inh | BoNT A protease | Vc quorum ag | SSB-PriA inh | Y pestis TopoI | 3CLpro inhibitor | Anthrax LF prot | VHR inh abs | CCHFV vOTU inh | PfHsp40 yeast |
| --- | --- | --- | --- | --- | --- | --- | --- | --- | --- | --- |
| CCCn1c(SCC(=O)NC(C)c2ccccc2)n[nH]c1=O (configuration not stated) | 0.3 | 0.1 | -0.3 | -5 | 6 | 1 | -5 | 13 | -11 | 2.1 |
| OC1(c2ccccc2)CCNC2CCCCC21 (configuration not stated) | 0.9 | x | -0.2 | 3 | -4 | -3 | x | 5 | -10 | 0.4 |
| C=CCN(CC=C)S(=O)(=O)c1ccc(NC(=S)NC(=O)/C=C/c2ccc(C)cc2)cc1 | x | -0.7 | i | 2 | 6 | 8 | -1 | -13 | 9 | 0.9 |
| CSCc1cc(N(C)c2ccccc2)nc(-c2ccccc2)n1 | -0.8 | -2.7 | i | -5 | 28 | -1 | 0 | 10 | 1 | 0.7 |
| CCOc1cc(N2CCOCC2)c(OCC)cc1NC(=O)Cc1ccccc1OC | x | -0.2 | i | 33 | 6 | 0 | -15 | -5 | 7 | -1.0 |
| COc1ccc(N2CCN(C(CNC(=O)C3CCCCC3)c3cccnc3)CC2)cc1 (configuration not stated) | x | 0.4 | i | 2 | -5 | 4 | -4 | 28 | 2 | -1.0 |
| S=C(Nc1cccnc1)Nc1ccccc1Br | 0.2 | 0.1 | -1.1 | 3 | -2 | 1 | -2 | 22 | -19 | -1.6 |
| Cc1ccc(C(=O)NC(C(=O)Nc2cccc(S(N)(=O)=O)c2)C(C)C)cc1 (configuration not stated) | 1.5 | 0.2 | -2.0 | -5 | 6 | 0 | -4 | 12 | -4 | -0.2 |
| COc1ccccc1N1CCN(C(=O)CSc2nnnn2C2CC2)CC1 | 2.0 | -1.3 | -5.3 | 2 | 6 | x | -4 | x | -8 | -1.0 |
| CN(Cc1ccon1)C(=O)CCc1nnc(CCCCc2ccccc2)o1 | 1.2 | 0.8 | -0.2 | -7 | 2 | 5 | -5 | 18 | 5 | 1.4 |
| O=C(Nc1nc(-c2ccc3c(c2)OCO3)cs1)c1ccncc1 | x | u | 1.6 | -5 | 0 | 2 | -1 | 4 | 4 | -1.1 |
| CCCc1cc(=O)oc2cc(C)cc(OCC(=O)NCCCn3ccnc3)c12 | 1.1 | 0.4 | -0.3 | 5 | 1 | -1 | 1 | 7 | -16 | 3.3 |
| CN1C(=O)CN=C(c2ccc(Cl)cc2)c2cc(Cl)ccc21 | 2.2 | -0.9 | i | 0 | 10 | 3 | -5 | 63 | -3 | 0.8 |

Following part
Codes – A = TcdB inh; B = BoNT A protease; C = Vc quorum ag; D = SSB-PriA inh; E = Y pestis TopoI; F = 3CLpro inhibitor; G = Anthrax LF prot; H = VHR inh abs; I = CCHFV vOTU inh; J = PfHsp40 yeast
> COc1cc2c(cc1OC)C(COc1ccc(F)cc1)N(C(C)=O)CC2 (configuration not stated)
  A: 2.5	B: -0.3	C: -1.4	D: 6	E: -5	F: -3	G: 3	H: -3	I: -10	J: -0.8

> Cc1ccc(N(C(=O)CNC(=O)c2ccco2)C(C(=O)NC2CCCCC2)c2cccnc2)c(C)c1 (configuration not stated)
  A: 3.1	B: 1.3	C: -0.1	D: 3	E: 3	F: -1	G: 15	H: 16	I: 0	J: -0.8

> Cc1ccc(C)n1-n1c(C)nc2sc3c(c2c1=O)CCCCC3
  A: x	B: -0.7	C: 2.6	D: 26	E: 40	F: 1	G: -5	H: -5	I: 3	J: 6.3

> O=C(CN1C(=O)S/C(=C/c2ccncc2)C1=O)Nc1ccccc1
  A: 0.0	B: 1.6	C: -0.9	D: -1	E: -4	F: -1	G: 2	H: -23	I: 20	J: 0.2

> COCCCNC(=O)c1oc2ccc(S(=O)(=O)N3CCOCC3)cc2c1C
  A: 0.8	B: -1.2	C: -0.3	D: -9	E: -3	F: 2	G: 2	H: -7	I: -4	J: 2.7

> COc1ccc(-c2[nH]ncc2CN2CCN(C3CCCCC3)C(=O)C2)cc1F
  A: 1.0	B: 0.3	C: 0.3	D: 5	E: 3	F: 4	G: -3	H: 9	I: -13	J: 0.4

> COC(=O)C1=C(NC(=O)C2CCCCC2)CCS1
  A: -1.2	B: -0.5	C: -3.3	D: -2&-5	E: 0	F: 7	G: 0	H: 18	I: -6	J: -1.7

> COc1ccc2c(c1)-c1nc(/N=C/c3ccccc3O)sc1CC2
  A: -2.2	B: -1.1	C: -1.8	D: x	E: 1	F: 2	G: -2	H: 15	I: -5	J: -1.7

> CC(=O)Nc1ccccc1NC(=O)c1ccccc1-c1ccccc1
  A: 1.9	B: 2.6	C: i	D: 0	E: -2	F: 0	G: 8	H: -7	I: -10	J: 0.4

> O=C(CNC(=O)c1ccccc1)NC1(C(=O)NC2CCCC2)CCCCC1
  A: x	B: 0.7	C: -11	D: -16	E: 11	F: -1	G: -1	H: 22	I: 6	J: -0.9

> Cc1onc(-c2ccccc2)c1C(=O)Nc1cc(C(F)(F)F)ccc1N1CCOCC1
  A: x	B: 0.3	C: i	D: -10	E: 18	F: 7	G: 0	H: -9	I: 5	J: 2.7

> CC1=C(C(N)=O)C(c2ccccc2)n2nc(-c3ccncc3)nc2N1 (configuration not stated)
  A: x	B: 0.8	C: -1.5	D: -14	E: -9	F: 0	G: -2	H: 24	I: -6	J: -0.6

> O=C(OCc1ccccc1)c1cc(S(=O)(=O)N2CCCCC2)ccc1N1CCOCC1
  A: 0.7	B: -0.6	C: -1.4	D: -16	E: 41	F: x	G: 2	H: x	I: -1	J: 3.1

> CCOc1ccccc1CN1C(=O)C2(OCCO2)c2ccccc21
  A: 1.1	B: 0.3	C: 0.6	D: -10	E: 31	F: 2	G: 6	H: -23	I: 8	J: 1.2

> CC1(C(=O)NS(=O)(=O)c2ccc(C#N)cc2)CCN1C(=O)C1(c2ccccc2)CC1 (configuration not stated)
  A: -0.5	B: -0.2	C: -4.5	D: x	E: 4	F: x	G: 8	H: x	I: 1	J: x

> COc1ccccc1CNc1ccc([N+](=O)[O-])cc1C
  A: 1.4	B: 0.9	C: 0.0	D: -5	E: 5	F: 3	G: 1	H: -5	I: 0	J: 0.3

> COc1ccc(S(=O)(=O)N2CCc3ccccc32)cc1C(=O)OCc1nnc(-c2ccccc2)o1
  A: x	B: 0.2	C: -14	D: -9	E: 1	F: 0	G: -7	H: -25	I: 6	J: 3.0

> COCCn1c(CN2CC(C)CC(C)C2)nc2c1c(=O)n(C)c(=O)n2C (configuration not stated)
  A: 0.7	B: -0.5	C: -0.3	D: -5	E: -2	F: -5	G: 6	H: 19	I: 2	J: -0.4

> O=C(NN1C(=O)NC2(CCCCC2)C1=O)c1ccc(Cl)s1
  A: 0.8	B: -0.5	C: -0.5	D: -9	E: -9	F: x	G: 6	H: x	I: -14	J: -0.9

> CCN(CC)CCCNC(=O)CCc1c(C)n(CC)c2cc(-c3ccccc3OC)nn2c1=O
  A: 2.2	B: 1.1	C: -0.3	D: 8	E: -2	F: -4	G: -16	H: 31	I: -7	J: -0.9

> COc1ccc(-c2sc3cc(OC)ccc3c2-c2ccc(OCCN3CCCCC3)cc2)cc1
  A: 0.2	B: -0.4	C: x	D: x	E: x	F: x	G: -8	H: x	I: -11	J: x

> CCOC(=O)[C@]12CCC=C1N(Cc1ccccc1)C(=O)[C@H](CC(=O)NCc1cccc3ccccc13)C2
  A: 0.3	B: 0.1	C: x	D: x	E: x	F: x	G: -1	H: x	I: 19	J: x

> CCOc1ccccc1NC(=O)c1cc2ccccc2oc1=O
  A: -1.5	B: 3.5	C: -1.5	D: 4	E: -4	F: -1	G: 10	H: 30	I: -10	J: 0.9

> O=C(c1ccc(N2CCCCC2)c([N+](=O)[O-])c1)N(c1ccccn1)c1ccccn1
  A: 1.4	B: -0.3	C: i	D: 8	E: 10	F: 2	G: -1	H: 29	I: -1	J: 2.3

> O=C(CSc1nc2ccccc2c(=O)n1-c1ccccc1)N1CCc2ccccc2C1
  A: x	B: -0.3	C: 1.4	D: -9	E: 25	F: -1	G: -3	H: 1	I: -7	J: -0.9

> CCOc1ccc(CC(=O)N2N=C(C)CC2(O)C(F)(F)F)cc1 (configuration not stated)
  A: 0.1	B: 0.1	C: -0.4	D: 1	E: -5	F: 2	G: -2	H: 1	I: 1	J: -0.5

> CCOC(=O)N1C2c3ccccc3C(c3ccccc32)N1C(=O)OCC
  A: 1.7	B: 0.2	C: -0.8	D: -9	E: 4	F: x	G: -8	H: x	I: 0	J: 1.1

> Cc1cccc(C(=O)N(NC(=O)Oc2ccccc2)C(C)(C)C)c1
  A: x	B: -1.7	C: -0.6	D: -8	E: 8	F: 5	G: -6	H: 5	I: 12	J: -0.6
